# LYPLA2 counter = LYPLA2 (human) inhibition in PME1 counter-screen. recombinant LYPLA2, FP-Rh probe fluorescence polarization. inhibition, % at 5.9 µM. O95372. 320,000 tested, 0.38% active;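 active = inhibition above the screen-wide mean plus 3 SD, limit set per campaign, cut at about 26% in these data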;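 also: 0% = LYPLA2 with DMSO and 100% = wells lacking LYPLA2 enzyme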
# Target sequence (O95372 whole entry, looked up): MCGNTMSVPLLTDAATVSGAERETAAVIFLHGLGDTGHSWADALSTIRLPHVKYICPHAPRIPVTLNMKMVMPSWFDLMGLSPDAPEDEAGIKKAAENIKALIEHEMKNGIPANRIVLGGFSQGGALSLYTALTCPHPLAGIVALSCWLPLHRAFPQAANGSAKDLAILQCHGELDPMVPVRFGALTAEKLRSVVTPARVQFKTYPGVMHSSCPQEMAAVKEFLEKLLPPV
# PP1 inh = counter-screen for PP5 inhibitors: inhibitors of human PP1-alpha; P62136; purified PP1alpha, OMFP fluorescence; inhibition, % at 6.7 µM; 320,000 tested, 0.9% active;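 active = inhibition above the mean inhibition of all tested compounds plus 3 SD, computed separately for each screening campaign, cut at about 15% in these data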
# Target sequence (P62136 whole entry, looked up): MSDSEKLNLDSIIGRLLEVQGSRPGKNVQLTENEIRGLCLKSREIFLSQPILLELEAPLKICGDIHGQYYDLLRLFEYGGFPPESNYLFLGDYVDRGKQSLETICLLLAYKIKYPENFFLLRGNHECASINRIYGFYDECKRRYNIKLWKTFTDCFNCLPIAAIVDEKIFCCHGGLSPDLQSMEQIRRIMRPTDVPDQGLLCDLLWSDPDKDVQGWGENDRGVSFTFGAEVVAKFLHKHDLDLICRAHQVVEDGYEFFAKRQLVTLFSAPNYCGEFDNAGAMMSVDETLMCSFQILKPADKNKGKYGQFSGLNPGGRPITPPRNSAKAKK
# CTSL1 counter = cathepsin L1 inhibition, PFM18AAP counter-screen; recombinant F. hepatica cathepsin L1, Z-Leu-Arg-MCA fluorescence; inhibition, % at 5.96 µM; 300,000 tested, 0.49% active;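 active = inhibition above the mean of all tested compounds plus 3 SD, set per screening campaign, cut at about 17% in these data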;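 also: 0% = plate median of test compound wells and 100% = 1 µM Z-Phe-Ala-diazomethylketone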
# TPT1 inh = C. albicans TPT1 enzyme inhibition; recombinant caTPT1, FP RNA substrate dephosphorylation; 300,000 tested, 0.81% active; inhibition, % at 5 µM;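 active = inhibition above the mean of all tested compounds plus 3 SD, set per screening campaign, cut at about 24% in these data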;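 also: plate controls were DMSO alone for no effect and ferristatin control at 100 nM for full effect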
# GASC-1 inh = inhibitors of human GASC-1 (JMJD2C) demethylase; Q9H3R0; inhibition, % at 2.35 µM; 330,000 tested, 0.069% active; AID 2099; GST-JMJD2C(1-420) H3K9me3 demethylation, DELFIA europium;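 active = more than half of a compound's replicate wells show inhibition beyond 50%, single wells judged on their own value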;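 also: signal counts dimethyl H3K9 product captured on neutravidin plate; 0% = median of DMSO wells and 100% = 0.3 times that DMSO median; strong numbers were not always called active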
# Target sequence (Q9H3R0 1-420 limits assumed): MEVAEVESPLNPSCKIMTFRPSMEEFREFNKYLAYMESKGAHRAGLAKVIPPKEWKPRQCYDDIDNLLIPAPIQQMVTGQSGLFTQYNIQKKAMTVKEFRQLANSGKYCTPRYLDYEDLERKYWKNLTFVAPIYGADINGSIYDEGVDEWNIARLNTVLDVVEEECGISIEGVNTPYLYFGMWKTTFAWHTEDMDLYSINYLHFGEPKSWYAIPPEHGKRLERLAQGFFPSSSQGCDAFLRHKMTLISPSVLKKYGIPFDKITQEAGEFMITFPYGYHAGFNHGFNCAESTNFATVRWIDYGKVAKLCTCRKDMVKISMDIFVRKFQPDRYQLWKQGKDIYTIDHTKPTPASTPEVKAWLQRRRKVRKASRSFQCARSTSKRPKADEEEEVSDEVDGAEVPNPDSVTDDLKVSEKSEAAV
# Efflux pump mplx = antifungal efflux pump inhibition, Nile Red retention; inhibition, % at 10 µM; S. cerevisiae Candida pump triplex; 330,000 tested, 0.44% active;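 active = plate passing quality check with inhibition over a set limit, or well fluorescence over plate mean plus 4 SD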;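 also: Nile Red retained in pooled yeast measured as flow cytometry median fluorescence; 0% = buffer negative control and 100% = Enniatin B positive control; higher means more Nile Red kept so more efflux inhibition; some compounds called inactive have numbers as strong as hits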
# PREPL inh = inhibitors of human prolyl oligopeptidase-like enzyme PREPL | AID 2751 | 320,000 tested, 0.68% active | Q4J6C6 | recombinant PREPL, fluorescence polarization activity-based probe | inhibition, % at 5.96 µM; in the data active = inhibition above about 43%;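 also: 0% = enzyme with DMSO and 100% = wells lacking enzyme; many of its hits are not listed in these tables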
# PP5 primary = PP5 (human) phosphatase inhibition. P53041. purified PP5c, OMFP substrate fluorescence. inhibition, % at 6.7 µM. 320,000 tested, 0.18% active;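 active = inhibition above the campaign's mean inhibition across all tested compounds plus 3 SD, cut at about 9.5% in these data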;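 also: 0% = DMSO only and 100% = 100 µM cantharidin control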
# HCV core dimer = blocks dimerization of HCV core protein. inhibition, % at 5 µM. AID 1899. TR-FRET GST/Flag-core106 dimerization, 1536-well. 300,000 tested, 0.33% active;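 active = inhibition above the mean of all tested compounds plus 3 SD, set per screening campaign, cut at about 45% in these data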
#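 Material: GST/Flag-tagged HCV core106 proteins. Incubation: 4 h, 22.5 °C incubation. Read-out basis: inhibition (%) from 671 over 617 nm ratio. Measured by: TR-FRET, excitation 340 nm, emission 617 and 671 nm.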
# * hit, by the source's call; · = not tested or not shown. A portion of the library, so the mix of outcomes need not match the whole.
SMILES,LYPLA2 counter,PP1 inh,CTSL1 counter,TPT1 inh,GASC-1 inh,Efflux pump mplx,PREPL inh,PP5 primary,HCV core dimer
Cc1nn(CC(=O)Nc2c(F)c(F)cc(F)c2F)c(=O)c2cccn12,4,-3,0,-1,-10,0.1,6,1.5,-5
COc1ccc(C2=NOC(C(=O)Nc3cccnc3)C2)cc1OC (stereo not given),4,0,-1,-6,-5,0.0,15,-0.7,-3
O=C(CC(Sc1ccccc1)c1cccs1)c1ccco1 (stereo not given),0,-1,2,-3,-1,0.0,-20,3.5,9
CCC(=O)N(Cc1ccc2c(c1)OCO2)Cc1cc2cc(OC)ccc2[nH]c1=O,8,-1,-4,-2,-3,0.0,2,2.8,1
Cc1ccc(NC(=O)COC(=O)Cc2cccs2)cc1S(=O)(=O)N1CCOCC1,0,-1,-8,-3,1,0.0,4,2.2,-2
CCOC(=O)c1sc(NC(=O)c2c(C)nn(Cc3ccccc3)c2C)cc1C,-1,6,7,-3,6,-0.2,5,6.3,15
Cc1[nH]n(-c2ccccc2)c(=O)c1N=Nc1ccc(F)cc1,2,4,1,-1,5,-0.2,7,-0.2,0
O=C(Cc1ccc2c(c1)OCCO2)Nc1ccc(Cl)c(S(=O)(=O)N2CCOCC2)c1,-7,0,·,·,·,0.0,6,2.2,·
C/C(=N\NC(=O)C(=O)Nc1cccc(C(F)(F)F)c1)c1ccc(Cl)s1,2,-4,-3,-2,9,-0.1,0,0.5,7
CCCC12CN3CC(C)(CN(C1)C3c1cccs1)C2=O (stereo not given),-2,-6,0,-4,3,0.0,-12,-1.1,-3
COc1ccc(-c2ccc(=O)n(Cc3cccc([N+](=O)[O-])c3)n2)cc1,-5,-6,1,1,9,0.2,-14,1.4,4
COc1ccc(C2CC(=O)C3=C(C2)Nc2ncnn2C3c2ccccc2C)cc1 (stereo not given),0,3,4,1,2,0.0,24,0.6,1
CNC(=O)c1cc2cc(OC)ccc2oc1=N,-3,0,1,-5,0,0.2,4,0.8,-3
CN(C)c1ccc(CNS(=O)(=O)c2csc(C(N)=O)c2)cc1,8,-4,3,2,-11,0.0,17,1.7,-6
CCOC(=O)c1sc2ncn(/N=C/c3ccc(O)c(OC)c3)c(=O)c2c1C,2,0,1,2,7,0.0,-7,2.4,-2
CCOc1ccc(Nc2c3c(nc4ncnn24)CC(C)CC3)cc1 (stereo not given),1,-3,4,0,-5,0.0,15,-1.4,2
Cn1c(SCC(=O)NNC(=O)c2ccc(Br)cc2)nnc1-c1cccnc1,-2,2,3,2,-8,-0.2,0,1.1,12
CCOC(=O)CCCNC(=O)COC(=O)/C=C/c1ccc2c(c1)OCO2,-4,-1,2,1,-24,-0.1,-2,0.3,-2
COC(=O)c1cc(NC(=O)CN(C)Cc2ccccc2)cc(C(=O)OC)c1,-1,-2,-2,-3,9,-0.1,-1,-2.1,2
O=C1NCCCC1C(=O)NCCNC(=O)C(F)(F)F (stereo not given),2,0,0,-1,2,0.1,3,-1.1,-1
COc1c(C(=O)Nc2c(C)n(C)n(-c3ccccc3)c2=O)ccc2ccccc12,6,0,4,0,-11,-0.1,-2,-0.8,3
CCn1cc(CNCc2cn[nH]c2-c2cc3ccccc3o2)cn1,-5,-3,5,0,28,0.1,26,0.4,0
COc1ccc(Oc2ccccc2C#N)cc1,7,2,-1,-3,25,0.0,11,0.2,-2
O=C(CSc1nnnn1-c1ccc(O)cc1)c1cc2ccccc2o1,-6,0,1,10,-1,0.2,-26,-0.8,2
COc1ccc(-c2nc(-c3ccccc3)c(-c3cccs3)[nH]2)cc1OC,-10,3,2,6,-20,-0.1,15,4.6,-15
# (cont.)
SMILES,LYPLA2 counter,PP1 inh,CTSL1 counter,TPT1 inh,GASC-1 inh,Efflux pump mplx,PREPL inh,PP5 primary,HCV core dimer
CCOC(=O)CCNC(=O)c1ccccc1Br,-10,-3,-2,-2,-4,0.0,-4,0.1,-2
CCO/C(C)=C1\C(=O)Nc2ccccc21,7,-4,1,0,24,0.0,1,1.2,1
O=C(COc1ccc(Br)cc1CO)Nc1ccc(F)cc1,1,9,-3,-4,-15,0.0,3,3.5,1
Cc1nnc(SCc2nnc(-c3cccs3)o2)n1Cc1ccccc1,0,0,-1,3,-4,0.1,-6,-1.2,1
COc1cc2c(cc1OC)C(C)N(C(=O)c1nccnc1C(=O)O)CC2 (stereo not given),-3,-4,-3,0,-3,0.0,12,2.1,-5
COc1ccc2c(c1OC)C(=O)OC2C/C(=N\NC(N)=O)c1ccccc1 (stereo not given),-6,-1,-3,-4,4,0.1,0,-1.7,-2
CC(C)c1ccc(/C=N/n2cnnc2)cc1,3,-4,1,-3,-32,-0.1,1,1.0,-7
O=C(O)c1cc2ncc(CCO)cn2n1,-11,2,11,-11,·,0.4,6,1.1,0
COCCCN1C(=O)CC(C(=O)OC)=C1C,3,-4,-3,1,23,-0.1,2,-1.3,-5
Cc1cc(OCC(F)(F)C(F)(F)C(F)(F)C(F)F)nc(N)n1,6,1,0,-3,-1,-0.1,6,1.1,-6
COc1ccc2oc(C(=O)N(C)Cc3ccc4c(c3)OCCO4)c(C)c2c1,3,-2,1,-3,2,-0.1,3,1.2,6
Cc1cc(C)n2cc(CSc3nnnn3C)nc2n1,6,-2,-2,-5,-14,-0.1,-2,0.9,-3
CCC(C)NC(=O)c1ccc(Cl)c(S(=O)(=O)Nc2ccccc2N2CCOCC2)c1 (stereo not given),5,-5,·,·,2,-0.1,10,2.4,·
CC1CCCCC1NC(=O)COC(=O)CCC(=O)c1cccs1 (stereo not given),-2,-5,·,·,2,-0.1,10,-2.0,·
COc1ccc(C2c3ccc4ccccc4c3Oc3ncn(CCN4CCOCC4)c(=N)c32)cc1 (stereo not given),-12,4,3,2,-2,1.0*,44*,3.2,-2
Fc1ccc(Br)cc1C1C=C(c2cccnc2)Nc2ncnn21 (stereo not given),-7,2,3,-14,15,0.8,5,-4.8,3
COc1ccccc1Nc1nnc(SCC(=O)Nc2nc(-c3ccc(F)cc3)cs2)s1,-22,11,2,5,0,0.6,-2,1.5,21
Cc1c(Cl)cccc1NC(=O)CNc1ccccc1F,5,4,0,1,8,0.2,-14,2.8,-4
CC/C(=N\NS(C)(=O)=O)c1ccccc1,0,0,-7,3,-28,0.0,23,4.3,2
CSc1nc(O)c(C(c2ccc(C)cc2)c2c(O)nc(SC)[nH]c2=O)c(=O)[nH]1,3,2,1,-1,-11,0.1,2,-1.1,-5
Cc1cc(NC(=O)c2nn(C)c(C)c2[N+](=O)[O-])no1,0,-1,-12,5,6,0.3,-1,4.8,3
CC(=O)c1cccc(NC(=O)C(C)OC(=O)c2ccc3ncsc3c2)c1 (stereo not given),-2,-3,·,·,0,0.0,-1,2.0,·
Cc1cc(C)c(S(=O)(=O)N2CCCCC2CCNC(=O)C(=O)NCCN2CCOCC2)c(C)c1 (stereo not given),2,-6,2,0,0,0.0,6,-2.8,0
COc1ccccc1NC(=O)CC1SC(=N)N(c2ccccc2)C1=O (stereo not given),-1,0,-2,-2,0,0.1,-1,0.1,-6
CCCn1c(NCc2c[nH]c3ccccc23)nc2ccccc21,-2,2,0,3,-10,0.2,14,0.4,1
Cc1ccc(S(=O)(=O)NC(=S)c2ccccc2)cc1,12,-4,-2,0,-2,0.1,3,-1.1,-2

# Reformatted: 15 of the compounds above
mol | LYPLA2 counter | PP1 inh | CTSL1 counter | TPT1 inh | GASC-1 inh | Efflux pump mplx | PREPL inh | PP5 primary | HCV core dimer
CCOC(=O)CCNC(=O)c1ccccc1Br | -10 | -3 | -2 | -2 | -4 | 0.0 | -4 | 0.1 | -2
CCO/C(C)=C1\C(=O)Nc2ccccc21 | 7 | -4 | 1 | 0 | 24 | 0.0 | 1 | 1.2 | 1
O=C(COc1ccc(Br)cc1CO)Nc1ccc(F)cc1 | 1 | 9 | -3 | -4 | -15 | 0.0 | 3 | 3.5 | 1
Cc1nnc(SCc2nnc(-c3cccs3)o2)n1Cc1ccccc1 | 0 | 0 | -1 | 3 | -4 | 0.1 | -6 | -1.2 | 1
COc1cc2c(cc1OC)C(C)N(C(=O)c1nccnc1C(=O)O)CC2 (stereo not given) | -3 | -4 | -3 | 0 | -3 | 0.0 | 12 | 2.1 | -5
COc1ccc2c(c1OC)C(=O)OC2C/C(=N\NC(N)=O)c1ccccc1 (stereo not given) | -6 | -1 | -3 | -4 | 4 | 0.1 | 0 | -1.7 | -2
CC(C)c1ccc(/C=N/n2cnnc2)cc1 | 3 | -4 | 1 | -3 | -32 | -0.1 | 1 | 1.0 | -7
O=C(O)c1cc2ncc(CCO)cn2n1 | -11 | 2 | 11 | -11 | · | 0.4 | 6 | 1.1 | 0
COCCCN1C(=O)CC(C(=O)OC)=C1C | 3 | -4 | -3 | 1 | 23 | -0.1 | 2 | -1.3 | -5
Cc1cc(OCC(F)(F)C(F)(F)C(F)(F)C(F)F)nc(N)n1 | 6 | 1 | 0 | -3 | -1 | -0.1 | 6 | 1.1 | -6
COc1ccc2oc(C(=O)N(C)Cc3ccc4c(c3)OCCO4)c(C)c2c1 | 3 | -2 | 1 | -3 | 2 | -0.1 | 3 | 1.2 | 6
Cc1cc(C)n2cc(CSc3nnnn3C)nc2n1 | 6 | -2 | -2 | -5 | -14 | -0.1 | -2 | 0.9 | -3
CCC(C)NC(=O)c1ccc(Cl)c(S(=O)(=O)Nc2ccccc2N2CCOCC2)c1 (stereo not given) | 5 | -5 | · | · | 2 | -0.1 | 10 | 2.4 | ·
CC1CCCCC1NC(=O)COC(=O)CCC(=O)c1cccs1 (stereo not given) | -2 | -5 | · | · | 2 | -0.1 | 10 | -2.0 | ·
COc1ccc(C2c3ccc4ccccc4c3Oc3ncn(CCN4CCOCC4)c(=N)c32)cc1 (stereo not given) | -12 | 4 | 3 | 2 | -2 | 1.0* | 44* | 3.2 | -2

# Part of the list above in order of SMILES length, smallest number first.
SMILES,LYPLA2 counter,PP1 inh,CTSL1 counter,TPT1 inh,GASC-1 inh,Efflux pump mplx,PREPL inh,PP5 primary,HCV core dimer
COCCCN1C(=O)CC(C(=O)OC)=C1C,3,-4,-3,1,23,-0.1,2,-1.3,-5
CCC(C)NC(=O)c1ccc(Cl)c(S(=O)(=O)Nc2ccccc2N2CCOCC2)c1 (stereo not given),5,-5,·,·,2,-0.1,10,2.4,·
COc1ccc(C2c3ccc4ccccc4c3Oc3ncn(CCN4CCOCC4)c(=N)c32)cc1 (stereo not given),-12,4,3,2,-2,1.0*,44*,3.2,-2
